From PubChem BioAssay
PP5 primary: PP5 phosphatase inhibitors, primary screen, biochemical, fluorescence. inhibition, % at 6.7 µM. AID 1987, 2009. purified PP5c, OMFP substrate fluorescence. 0.18% of 320,000 active;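 active means inhibition above the campaign's mean inhibition across all tested compounds plus 3 SD, cut at about 9.5% in these data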;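 further: 0% = DMSO only and 100% = 100 µM cantharidin control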
Fh CTSL1 inh: Fasciola hepatica cathepsin L1 inhibitors, primary screen, counter-screen for PFM18AAP inhibitor project, biochemical, QFRET, fluorogenic peptide substrate; 0.49% of 300,000 active; recombinant F. hepatica cathepsin L1, Z-Leu-Arg-MCA fluorescence; inhibition, % at 5.96 µM;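 active means inhibition above the mean of all tested compounds plus 3 SD, set per screening campaign, cut at about 17% in these data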;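 further: 0% = plate median of test compound wells and 100% = 1 µM Z-Phe-Ala-diazomethylketone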
PP1 inh: PP1-alpha phosphatase inhibitors, primary screen, counter-screen for PP5 inhibitor project, biochemical, fluorescence, OMFP substrate, single point; Serine/threonine-protein phosphatase PP1-alpha catalytic subunit (Homo sapiens), P62136; purified PP1alpha; inhibition, % at 6.7 µM; 0.9% of 320,000 active; AID 2235, 2010;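 active means inhibition above the mean inhibition of all tested compounds plus 3 SD, computed separately for each screening campaign, cut at about 15% in these data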
Target sequence (P62136 whole entry, looked up): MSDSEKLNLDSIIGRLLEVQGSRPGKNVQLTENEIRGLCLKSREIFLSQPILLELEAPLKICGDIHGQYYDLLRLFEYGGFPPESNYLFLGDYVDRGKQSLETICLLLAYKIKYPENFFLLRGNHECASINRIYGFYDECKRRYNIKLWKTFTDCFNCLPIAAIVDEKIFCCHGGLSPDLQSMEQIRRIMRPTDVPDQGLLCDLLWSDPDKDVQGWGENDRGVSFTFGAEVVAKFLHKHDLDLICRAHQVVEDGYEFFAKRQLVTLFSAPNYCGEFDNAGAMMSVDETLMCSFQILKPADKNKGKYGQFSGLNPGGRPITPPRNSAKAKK
procasp7 counter: procaspase-7 activators, primary screen, counter-screen for procaspase-3 activator project, biochemical, absorbance, HTS, human. activation, % at 8.5 µM. 0.093% of 330,000 active. AID 463210, 2010. recombinant procaspase-7, Ac-DEVD-pNA absorbance 405 nm; D23A/D198A/D206A triple mutant, cannot self-cleave; scale: DMSO 0, 5 µM enzyme 100. Caspase-7 (Homo sapiens), P55210;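 active means percent activation above the screen-wide mean plus 3 SD, cut at about 25% in these data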
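Assay system: Uncleavable procaspase-7 mutant enzyme | Input: 2 µM procaspase-7 mutant as dispensed | Timing: 1 h compound preincubation, 2 h substrate cleavage, 25 °C | Repeats: One well per compound | Control set: DMSO wells as 0%, DMSO with 5 µM added PC-7 as 100% | Technique: Epi-absorbance of released pNA at 405 nm, two timepoints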
JMJD2C inh: inhibitors of GASC-1 histone demethylase, primary screen, biochemical, fluorescence, DELFIA europium; Lysine-specific demethylase 4C (Homo sapiens), Q9H3R0; GST-JMJD2C(1-420) H3K9me3 demethylation; inhibition, % at 2.35 µM; 0.069% of 330,000 active;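 active means more than half of a compound's replicate wells show inhibition beyond 50%, single wells judged on their own value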;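 further: signal counts dimethyl H3K9 product captured on neutravidin plate; 0% = median of DMSO wells and 100% = 0.3 times that DMSO median; strong numbers were not always called active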
Target sequence (Q9H3R0 1-420 limits assumed): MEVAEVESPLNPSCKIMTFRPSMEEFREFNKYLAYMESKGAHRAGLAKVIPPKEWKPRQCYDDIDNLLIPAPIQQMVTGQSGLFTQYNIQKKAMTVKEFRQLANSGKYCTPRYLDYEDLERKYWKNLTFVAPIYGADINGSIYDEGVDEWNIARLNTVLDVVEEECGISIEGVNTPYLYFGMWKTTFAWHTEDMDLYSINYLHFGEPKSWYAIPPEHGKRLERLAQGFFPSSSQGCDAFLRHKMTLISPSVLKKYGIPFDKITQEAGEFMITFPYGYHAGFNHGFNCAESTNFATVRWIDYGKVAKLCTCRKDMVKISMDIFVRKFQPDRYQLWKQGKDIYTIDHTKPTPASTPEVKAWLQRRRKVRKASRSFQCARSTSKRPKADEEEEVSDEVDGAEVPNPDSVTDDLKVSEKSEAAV
VLA-4 inh: inhibition in human VLA-4 binding assay, primary screen, VLA-4 allosteric modulator project, MLPCN library, flow cytometry, VLA-4 expressing cells | 0.2% of 330,000 active | Integrin alpha-4 (Homo sapiens), P13612 | AID 2557, 2010 | ligand binding flow cytometry | inhibition, % (about 7 µM as worked out from the volumes in the protocol); in the data active means inhibition above about 50%
GRK2 inh: compounds blocking aptamer binding on GRK2 – biochemical, human GRK2, bead flow cytometry, HTS, primary screen; Beta-adrenergic receptor kinase 1 (Homo sapiens), P25098; FAM-aptamer displacement from GRK2; inhibition of aptamer binding, % at 10 µM; 0.59% of 330,000 active; AID 488847, 2010;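 active means inhibition of aptamer binding above 40%, roughly 3 SD of noise, on plates passing a quality check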;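 further: median bead fluorescence of bound FAM aptamer so fluorescent compounds give negative values; no value below 0 was filed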
procasp3 activ: activators of human procaspase-3 D3A mutant, primary screen, biochemical, absorbance, PC-3 D3A mutant, single concentration; activation, % at 8.5 µM; AID 463141, 2010; recombinant procaspase-3 D3A, Ac-DEVD-pNA absorbance 405 nm; Caspase-3 (Homo sapiens), P42574; 0.11% of 330,000 active;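 active means activation above the mean of all tested compounds plus 3 SD, cut at about 21% in these data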;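 further: 0% = DMSO alone and 100% = DMSO wells spiked with extra 5 µM PC-3 D3A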
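assay system = Procaspase-3 D3A mutant | signal = absorbance at 405 nm, 0 and 120 min | times = 1 h preincubation plus 2 h reaction at 25 °C | repeats = single replicate | read-out = % activation between DMSO and enzyme-spiked controls | medium = Zinc-free HEPES saline buffer with Triton X-100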
core dimer inh: inhibitors of HCV core protein dimerization, primary screen, biochemical, TR-FRET, high-throughput. inhibition, % at 5 µM. 0.33% of 300,000 active. TR-FRET GST/Flag-core106 dimerization, 1536-well;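 active means inhibition above the mean of all tested compounds plus 3 SD, set per screening campaign, cut at about 45% in these data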
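System – GST-tagged and Flag-tagged HCV core protein residues 1-106 · Repeats – one well for each compound · Technique – TR-FRET 671 and 617 nm emission · Doses – one concentration, 5 µM, in 0.5% DMSO · Times – 4 h, 22.5 °C incubation · Also added – Eu donor and XL665 acceptor anti-tag antibodies · Measure – percent inhibition of core106 dimerization signal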
* hit, by the source's call; . = not tested or not shown; & = joins results of further samples. Rows are unselected. About 2.6% of those tested had a hit in this group.

SMILES	PP5 primary	Fh CTSL1 inh	PP1 inh	procasp7 counter	JMJD2C inh	VLA-4 inh	GRK2 inh	procasp3 activ	core dimer inh
Cc1ccc(NC(=O)CN(C)C(=O)c2cc3ccccc3o2)cc1	0.4	0	-3	7	0	-1	1	-9	1
CCOc1nc2cnccc2n(CC(=O)Nc2ccccc2C(=O)OC)c1=O	-1.2	2	2	-9	-3	-3	0	9	8
O=c1cc(C(F)(F)C(F)F)oc2ccccc12	2.9	0	3	-3	31	10	0	-3	-9
COc1cccc(S(=O)(=O)Nc2ccc(C(=O)N3CCN(C(=O)c4ccco4)CC3)cc2)c1	-1.3	0	-5	2	12&14	16	0	5	0
O=C(CCN1CCc2ccccc2C1)Nc1cccc(F)c1	0.5	2	3	-3	1	-17	0	-4	-11
Cc1ccc(S(=O)(=O)N2CCCCC2CCNC(=O)C(=O)NC2CCCC2)cc1 (stereo not drawn)	0.2	2	-3	4	-33	-11	3	-2	-8
COc1ccccc1NC(=O)c1cc2c(cc1Cl)N1CCCCCC1=NS2(=O)=O	.	.	.	9	-8	-3	0	2	.
CC1c2cc3c(cc2CCN1CC(=O)Nc1ccccc1)OCCCO3 (stereo not drawn)	0.1	-4	-6	13	-8	31	0	6	-1
CCOC(=O)c1cccc(NS(=O)(=O)c2cnc[nH]2)c1	-1.4	3	-8	-3	-9	-9	7	4	-3
COc1ccccc1-n1c(=O)c2c3c(sc2n2c(=S)[nH]nc12)CCC3	-1.2	3	-2	-8	11	2	5	-1	-1
CC(=O)/C(=N\Nc1ccccc1)Oc1ccc([N+](=O)[O-])cc1	1.5	3	2	-2	3	2	0	2	2
CC(C)CCNC(=O)C(c1ccco1)N(Cc1ccccc1)C(=O)c1snc(C(N)=O)c1N (stereo not drawn)	2.3	-1	-1	-8	-15	-13	2	-6	-3
CCOC(=O)C1(CC2CC2)CCN(Cc2cc(Cl)c(O)c(OC)c2)CC1	-0.6	-2	0	-3	2	3	0	-2	-5
O=C(O)C1=C[C@@H](c2coc3ccccc3c2=O)C[C@@H](OCc2ccc(CO)cc2)O1	6.9	-4	6	-3	-14	5	1	-2	-7
COc1ccc(CNC(=O)CN(Cc2ccccc2)S(=O)(=O)c2ccc(Cl)cc2)cc1	2.8	1	2	7	0	3	0	-1	1
Cn1nccc1C(=O)NCCN1C(=O)OC(C)(C)C1(C)O (stereo not drawn)	0.9	1	0	8	-2	-1	0	8	5
COC(=O)CCCC(=O)Nc1c(F)c(F)c(F)c(F)c1F	-2.3	-4	2	3	-5	35	2	-3	1
Cn1cccc1C(=O)NC(=O)COC(=O)c1ccc(O)cc1	2.0	-14	0	1	10	-7	3	4	-3
OCC1(Cc2ccccc2)CCN(Cc2ccc(C(F)(F)F)cc2)CC1	0.3	2	-1	3	-1	0	0	2	-2
Cc1cc(C(=O)OCC(=O)c2c(N)n(C)c(=O)n(C)c2=O)c(C)o1	0.7	-4	-1	2	9	12	1	-7	2
O=C1CC2(CCN(C(=O)c3ccccc3F)CC2)Oc2ccccc21	0.5	1	-1	9	17	14	0	-2	0
CCOC(=O)C1=C(C)NC(C)=C(C(=O)OCC)C1c1nc2ccccc2[nH]1	1.5	9	-1	4	0	5	1	2	-1
CN(Cc1ccccc1)C(=O)C1CCN(S(C)(=O)=O)CC1	-0.6	4	-3	2	-9	12	0	2	3
C=CCn1c(N)cc(=O)nc1SCC(=O)Nc1ccccc1	0.0	-3	2	0	-8	46	0	8	-10
CC1CN(CCCCSc2ccc(Cl)cc2)CC(C)O1 (stereo not drawn)	-2.0	0	0	-9	-3	5	1	-4	7
(next part)
SMILES	PP5 primary	Fh CTSL1 inh	PP1 inh	procasp7 counter	JMJD2C inh	VLA-4 inh	GRK2 inh	procasp3 activ	core dimer inh
COc1ccc(N(C)C(=O)c2ccc3snnc3c2)cc1	-1.4	1	0	1	1	4	2	-5	-11
COc1ccc(C(=O)N2CCC(O)(c3ccc(Cl)cc3)CC2)cc1OC	1.4	-1	-6	-2	-6	3	0	0	-8
O=C(CC(=O)c1cc(Cl)ccc1O)c1ccccc1	0.0	0	0	-54	-6	-3	0	-14	4
O=C1Nc2ccc([N+](=O)[O-])cc2C1(O)N1CCCCCC1 (stereo not drawn)	0.3	-2	1	8	-1	-1	0	9	-3
Cc1ccccc1OC1C(=O)N(CC2CCCO2)C1c1ccc2c(c1)OCO2 (stereo not drawn)	2.3	0	-2	-4	0	-5	2	-5	5
O=C(COC(=O)Cn1cnc2ccccc21)Nc1cc(S(=O)(=O)N2CCOCC2)ccc1Cl	0.6	-9	-4	4	1	5	0	4	-6
Cc1nnc(SCC(=O)c2ccc([N+](=O)[O-])cc2)s1	-1.2	2	1	13	2	6	0	6	1
O=C(CCN1C(=O)C2C3CCC(C3)C2C1=O)Nc1ccccc1C(F)(F)F (stereo not drawn)	1.8	-2	-7	-5	7	7	1	3	4
O=C(NCC(=O)N(c1ccc(F)cc1)C(C(=O)NC1CCCC1)c1ccncc1)c1ccco1 (stereo not drawn)	-0.5	0	-2	4	4	1	2	-1	7
CCOc1ccc(C(=O)NCC(=O)N2CC=C(c3ccccc3)CC2)cc1OCC	0.9	1	2	7	1	5	3	11	8
CN(C)c1ccc(C(=O)Nc2ccc(CN3CCS(=O)(=O)CC3)cc2)cc1	1.1	-2	-3	2	-5	6	0	2	1
CN(C)C1=NCCN1CCCC1CCCCC1	2.0	-2	2	10	-1	45	3	6	1
COc1ccccc1N1CCN(C(=S)Nc2cccc(C)c2)CC1	3.1	-1	0	3	-2	8	0	-4	-7
O=C(Nc1sc2c(c1-c1nc3ccccc3[nH]1)CCCC2)C1CCCC1	1.5	2	2	3	-3	-23	0	7	9
CCC(C(=O)OCC(=O)Nc1ccc2[nH]c(=O)[nH]c2c1)c1ccccc1 (stereo not drawn)	-0.4	3	0	-2	20	-1	0	-1	-8
Cn1c(CC(=O)Nc2ccccc2F)nnc1SCC(=O)NC1=NCCS1	0.5	-1	-4	9	1	3	5	1	-5
COC(=O)c1cc(OC)c(OC)cc1NC(=S)Nc1cc(Cl)ccc1OC	4.3	4	2	-16	-3	-5	0	6	-13
O=C(Nc1cc(Cl)ccc1-n1cncn1)C1CC1	-2.0	2	0	1	-9	-1	2	6	0
CCNc1nc(-c2ccc(OC(F)F)cc2)c(C)s1	-3.2	-1	0	-18	3	44	0	-10	2
Cc1nc2nc(C)n(-c3ccccc3)c2s1	0.3	3	0	-8	-10	9	0	-5	35
Cc1ccc(-n2nc3cc(C)c(NC(=S)NC(=O)/C=C/c4ccco4)cc3n2)cc1	4.8	-2	2	9	7	27	0	-3	17
CN1CCC(=NNC(=O)CN(c2cccc(Br)c2)S(C)(=O)=O)CC1	0.8	-1	4	-1	7	5	2	4	-5
Cc1ncoc1C(=O)N1CCCC(C(=O)c2ccc(-c3ccccc3)c(F)c2)C1 (stereo not drawn)	1.2	0	2	7	-4	-6	0	3	3
COc1ccc(/C(=C\Nc2ccc(C)c(C)c2)C(C)=O)cc1OC	-0.2	3	-2	4	-6	4	5	-1	2
C[N+](C)(C)c1ccc(/C=N/Nc2nc(Cl)c(C#N)c(Cl)c2Cl)cc1	1.7	3	2	-18	6	33	0	-11	4
O=C(OCc1nc(-c2ccccc2Cl)no1)c1ccco1	2.4	.	-1	7	-4	1	1	11	.
COc1ccc(Cl)cc1S(=O)(=O)N1CCCC(C(=O)NCc2ccncc2)C1 (stereo not drawn)	1.3	-5	2	10	2	-9	12	1	-6
Cc1c(Cl)c([N+](=O)[O-])nn1CC(=O)NC1CCCCC1	2.3	3	0	9	-9	-10	0	4	-4
Cc1ccc2nc(SCc3cn4c(C)cc(C)nc4n3)[nH]c2c1	2.3	-6	-1	3	5	10	2	1	8
